High-throughput results from PubChem BioAssay.
AmpC detergent – AmpC beta-lactamase inhibition with detergent present; P00811; AmpC hydrolysis of nitrocefin, absorbance 480 nm, 0.01% Triton; Potency, µM (series often up to 114 µM), without a hit: top-dose activity change, negative = inhibition, hits mostly inhibitors; 0.041% of 370,000 active; AID 485294;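 further: potency means the concentration at half of the fitted maximal effect; 0% = no-compound wells and -100% = no-enzyme wells; nearly all actives have a fitted effect of over 25% in size; some results filed as inactive show a strong effect at the top dose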
Target sequence (P00811 whole entry, looked up): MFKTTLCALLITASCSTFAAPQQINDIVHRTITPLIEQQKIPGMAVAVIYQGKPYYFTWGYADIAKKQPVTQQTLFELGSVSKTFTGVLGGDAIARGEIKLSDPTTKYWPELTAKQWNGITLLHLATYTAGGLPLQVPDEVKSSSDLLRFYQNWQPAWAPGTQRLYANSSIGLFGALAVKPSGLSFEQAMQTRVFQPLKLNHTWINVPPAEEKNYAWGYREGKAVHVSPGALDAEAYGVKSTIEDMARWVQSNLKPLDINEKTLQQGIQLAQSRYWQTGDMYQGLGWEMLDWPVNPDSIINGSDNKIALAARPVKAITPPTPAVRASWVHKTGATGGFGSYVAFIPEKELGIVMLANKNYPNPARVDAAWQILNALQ
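20 mM phosphate pH 7.0 + 0.01% (detergent screen) or 0.0001% Triton X-100; 5.3 nM AmpC reagent; cpd preinc 15 min RT; nitrocefin (800 uM stock) to start; A480 q20 s × 4 min; Activity was normalised to no-enzyme and no-compound control wells.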
LmPK inhibitor – LmPK (Leishmania mexicana) enzyme inhibition. Q27686. purified LmPK, Kinase-Glo ATP luminescence, 1 h. Potency, µM (doses to about 57.5 µM), without a hit: at the highest dose activity change, negative = inhibition, hits mostly inhibitors. 0.37% of 290,000 active; further: potency means the concentration at half of the fitted maximal effect
Target sequence (Q27686 whole entry, looked up): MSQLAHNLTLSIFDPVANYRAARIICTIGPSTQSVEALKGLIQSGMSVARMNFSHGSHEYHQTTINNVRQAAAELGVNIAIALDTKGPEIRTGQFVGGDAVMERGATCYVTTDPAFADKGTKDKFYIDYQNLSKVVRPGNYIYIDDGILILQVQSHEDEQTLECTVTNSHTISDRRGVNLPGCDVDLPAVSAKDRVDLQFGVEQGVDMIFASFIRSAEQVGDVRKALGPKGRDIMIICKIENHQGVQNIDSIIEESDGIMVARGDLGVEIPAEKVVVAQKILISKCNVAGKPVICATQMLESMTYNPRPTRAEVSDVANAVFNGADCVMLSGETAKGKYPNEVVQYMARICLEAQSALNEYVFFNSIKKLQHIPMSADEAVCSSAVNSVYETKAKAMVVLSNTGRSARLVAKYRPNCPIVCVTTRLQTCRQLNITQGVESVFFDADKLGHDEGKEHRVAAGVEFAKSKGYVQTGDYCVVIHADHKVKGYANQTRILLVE
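ATP generated from ADP (0.1 mM) and PEP (0.5 mM) by 0.1 nM LmPK over 1 h at room temperature (pH 7.2 imidazole buffer) was detected by coupled luciferase luminescence. Values were normalized to uninhibited and no-enzyme wells.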
HCMV antiviral – human cytomegalovirus inhibition; HFF cells, HCMV-luciferase reporter, 72 h; hits give low values; activity change, negative = inhibition, % at 57.5 µM; 4.5% of 410,000 active; AID 1259415; in the data active means activity change below about -60%; inconclusive means no clear call, values can overlap the other calls; inactive means above about -39%
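Compounds were evaluated in HFFs infected with an HCMV luciferase reporter virus (MOI 1 PFU/cell). Luciferase in lysates collected 72 h post infection served as the replication measure.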
Sm TGR block – S. mansoni TGR enzyme inhibition | Q962Y6 | purified TGR, DTNB reduction, TNB absorbance 405 nm | Potency, µM (doses to about 114 µM), inactives show top-dose activity change, negative = inhibition, usual class: inhibitors | 3% of 360,000 active | AID 485364; further: potency means the concentration at half of the fitted maximal effect; nearly all actives have a fitted effect of over 60% in size
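Kinetic colorimetric format: TGR-catalysed, NADPH-driven DTNB reduction monitored via TNB absorbance. Enzyme dispensed at 20 nM; compound exposure 15 min at room temperature before reaction start.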
Tb PYK inh – blocks Trypanosoma brucei pyruvate kinase | Potency, µM (doses to about 76.8 µM), for the others: top-dose activity, negative = inhibition, most hits filed as inhibitors | TbPYK enzyme, Kinase-Glo Plus ATP luminescence, 45 min | AID 624173 | Q57TT1 | 0.12% of 410,000 active; further: potency means the concentration at half of the fitted maximal effect; nearly all actives have a fitted effect of over 50% in size
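Activity of T. brucei pyruvate kinase was followed by Kinase-Glo Plus luminescence after the enzyme reacted 45 min at room temperature with 130 uM ADP (final) and substrate. Test compounds were added before ADP at multiple concentrations.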
AMA1 RON2 block – AMA1-RON2 (P. falciparum) interaction inhibition. 0.2% of 360,000 active. AlphaScreen AMA1-biotinylated RON2 peptide binding. Potency, µM (series often up to 58.2 µM), for inactives: at the top dose activity change, negative = inhibition, usual class: inhibitors;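 further: potency means the concentration at half of the fitted maximal effect; 0% = vehicle wells and -100% = peptide control; nearly all actives have a fitted effect of over 45% in size; some results filed as inactive show a strong effect at the top dose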
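AMA1 (3D7) with his tag at 25 nM final met compounds first, then biotinylated RON2 peptide at 25 nM; detection used donor plus acceptor beads, 10 µg/mL apiece, read by AlphaScreen after 30 min at room temperature.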
AmpC inh no detg – blocks E. coli AmpC beta-lactamase in detergent-free assay | 0.52% of 330,000 active | Potency, µM (doses to about 57.1 µM), for the others: at the top dose activity change, negative = inhibition, actives largely listed as inhibitors | AID 485341 | AmpC nitrocefin hydrolysis, absorbance 480 nm, 0.0001% Triton;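 further: potency means the concentration at half of the fitted maximal effect; plate controls were no compound for no effect and no enzyme for full effect; nearly all actives have a fitted effect of over 20% in size; some results filed as inactive show a strong effect at the top dose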
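20 mM phosphate pH 7.0 + 0.01% (detergent screen) or 0.0001% Triton X-100; 5.3 nM AmpC reagent; cpd preinc 15 min RT; nitrocefin (800 uM stock) to start; A480 q20 s × 4 min; Activity was normalised to no-enzyme and no-compound control wells.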
* hit, by the source's call; ? = inconclusive; . = no result given; [ ] = dose if it differs, or a comment. Unless noted, the call rests on the fitted dose curve; in most records, active means well fitted curve in the direction sought with a large enough effect; inconclusive means small, poorly fitted or top-dose-only effect, or another doubt; inactive means no such curve, though single readings can be large; an effect the other way counts as inactive or inconclusive. Unless noted, on the % scale 0 is the no-effect control and ±100 the full control effect. Rows are unselected; about 7.4% have a hit in one of these screens.

SMILES	AmpC detergent	LmPK inhibitor	HCMV antiviral	Sm TGR block	Tb PYK inh	AMA1 RON2 block	AmpC inh no detg
CCOC(=O)[C@]12CCC=C1N(Cc1ccccc1)C(=O)[C@H](CC(=O)N1CCCC1)C2	.	.	4	.	-16%	57%[activator]	.
COc1ccc2c(c1)c1c(c(=O)n(-c3ccc(F)c(Cl)c3)c(=O)n1CC(=O)N1CCCC1)n2C	-3%	.	11	3%	5%	.	.
O=C(N/N=C/c1ccc(OC(F)F)cc1)c1ccc(CSc2nc3ccccc3[nH]2)cc1	-10%	0%	-33	-6%	5%	10%	-40%
COc1cccc(/C=N/n2c(N)c(S(=O)(=O)c3cccs3)c3nc4ccccc4nc32)c1	6%	3%	-62*	10%	.	-8%	-16%
CC(=O)Nc1cccc([As](=O)(c2cccc(NC(C)=O)c2)c2cccc(NC(C)=O)c2)c1	10%	8%	-36	-6%	-5%	0%	-3%
COc1ccccc1NC(=O)N(C)C[C@@H]1OCc2cnnn2CCCC(=O)N([C@H](C)CO)C[C@@H]1C	.	.	-10	.	-1%	0%	.
O=C(COC(=O)c1ccccc1-c1ccccc1[N+](=O)[O-])c1ccccc1	-7%	10%	-2	-5%	-2%	-22%	-26%
COc1cc2[nH]c(=S)nc(NCCc3ccc(S(N)(=O)=O)cc3)c2cc1OC	?	0%	9	14µM*	3%	74%[activator]	-33%
CCOc1ccc(NC(=O)c2ccc(F)c(S(=O)(=O)N3CCCC3)c2)cc1	.	.	?	.	2%	-7%	.
CC1CCCCC1NC(=O)CN1C(=O)NC(C)(c2ccc(OC(F)F)cc2)C1=O (stereo not given)	?	2%	49	1%	0%	-7%	6%
Oc1ccccc1N1CCN(C(=S)NCc2ccccc2)CC1	-4%	3%	46	0%	-11%	29%	-25%
Cc1ccc2oc(=O)n(CCNC(=O)Nc3ccc(Cl)cc3)c2c1	21%	.	-30	5%	0%	.	.
N#Cc1c(NC(=O)CCCN2C(=O)c3ccccc3C2=O)oc(-c2ccccc2)c1-c1ccccc1	0%	9%	-2	2%	-9%	-14%	-3%
O=c1c2ccccc2sn1-c1ccccc1F	.	.	-109*	.	7.1µM*	0%	.
O=C(Cc1ccccc1)Nc1nc2ccccc2[nH]1	-5%	0%	-33	?	5%	42%[activator]	-20%
O=C(/C=C/c1ccccc1)Nc1ccc(Br)cn1	3%	1%	116	1%	-2%	-7%	-31%
Cc1ccccc1NC(=O)CSc1ccc(-c2cccnc2)nn1	2%	1%	0	2%	0%	-2%	-14%
CC1CCCCN1C(=O)CSc1n[nH]c(-c2ccccc2)n1 (stereo not given)	15%	.	58	1%	0%	.	.
O=C(CNS(=O)(=O)c1cccc(Br)c1)NCCCc1ccccc1	-9%	-4%	-5	-15%	-3%	-6%	-25%
CC[C@]12c3[nH]c4ccc(OC)cc4c3CCN1C(=O)C(CC(=O)NCCCOC)C[C@@H]2C(=O)N1CCN(C(=O)C2CC2)CC1 (stereo not given in full)	.	.	1	.	11%	3%	18%
CC(C)NC(=O)CCC(=O)N1Cc2ccccc2Oc2ncccc21	18%	.	0	3%	2%	.	.
CCCCc1c(C)[nH]c2nc3ccccc3n2c1=O	-13%	-2%	53	1%	0%	-20%	-7%
CCN1CCN(c2cc3c(nn2)Oc2ccccc2N3C)CC1	-17%	-3%	63	-10%	-14%	-5%	-23%
O=C(c1ccc(Cl)c(S(=O)(=O)N2CCOCC2)c1)N1CCCC1	-7%	2%	-14	13%	-2%	25%	-15%
c1ccc(-c2csc3ncn4nnnc4c23)cc1	3%	2%	-100*	-4%	3%	-5%	-13%

Laid out differently: results already given
Structure: CC(C)NC(=O)CCC(=O)N1Cc2ccccc2Oc2ncccc21
  AmpC detergent: 18% | LmPK inhibitor: . | HCMV antiviral: 0 | Sm TGR block: 3% | Tb PYK inh: 2% | AMA1 RON2 block: . | AmpC inh no detg: .
Structure: CCCCc1c(C)[nH]c2nc3ccccc3n2c1=O
  AmpC detergent: -13% | LmPK inhibitor: -2% | HCMV antiviral: 53 | Sm TGR block: 1% | Tb PYK inh: 0% | AMA1 RON2 block: -20% | AmpC inh no detg: -7%

(listing goes on)
SMILES	AmpC detergent	LmPK inhibitor	HCMV antiviral	Sm TGR block	Tb PYK inh	AMA1 RON2 block	AmpC inh no detg
CCCc1nnc(SCC(=O)Nc2ccc(OC)cc2)n1N	?	0%	53	2%	1%	7%	-29%
O=C(c1ccncc1)N1CCN(c2ccc(F)cc2)CC1	0%	10%	-14	-9%	1%	9%	-20%
O=C(COc1ccccc1)Nc1cc2c3c(c1)CC(=O)N3CCC2	?	.	27	-1%	3%	7%	-13%
COCOc1cccc(CN2CCC2(C)C(=O)NCCNC(C)=O)c1 (stereo not given)	.	.	-24	.	1%	67%[activator]	.
COc1cc(OC)cc(C(=O)NNC(=O)c2ccc3ccccc3n2)c1	?	.	-75*	-10%	-4%	43%[activator]	-36%
CC(C)(C)c1ccc(/C=C(\C#N)C(=O)NCCN2CCOCC2)cc1	1%	0%	25	-4%	0%	0%	80%[activator]
O=C1C=C(c2cc(Cl)cc(Cl)c2)C[C@@H](c2ccc(F)cc2)C1	1%	.	-17	5%	-10%	-3%	14%
CC1CCc2nn(CC(=O)NCCN3CCCCC3C)cc2C1 (stereo not given)	-4%	3%	-3	0%	3%	-7%	28µM*
O=C(N/N=C/c1ccncc1)c1ccc2c(c1)OCO2	1%	-3%	24	0%	2%	-4%	-9%
CCCCCc1cc(=O)oc2c(C(CCN3CCCC(C)C3)c3ccc(OC)cc3)c(OC)cc(OC)c12 (stereo not given)	5%	11%	-28	-5%	-1%	-16%	83%[activator]
O=C(O)C1Cc2ccccc2CN1C(=O)COc1ccc(Cl)cc1 (stereo not given)	0%	1%	-2	-16%	6%	-1%	-25%
O=C(NCc1cccnc1)C(=O)NCC1OCCN1S(=O)(=O)c1ccc(F)cc1 (stereo not given)	?	4%	-32	-10%	0%	1%	6%
COc1ccc(NC(=O)NC2(C(=O)N3CCCCC3)CCCCC2)cc1	-1%	-1%	17	2%	-1%	-1%	-16%
Cc1ccc(N(C(=O)Cn2nnc3ccccc32)C(C(=O)NCc2ccco2)c2ccc(C)o2)cc1 (stereo not given)	?	7%	40	?	-3%	-1%	-9%
c1ccc2[nH]c(SCc3ccc(-c4nnco4)cc3)nc2c1	-16%	?	51	-2%	-5%	7%	-38%
CC(=O)Nc1cccc(-n2nnc(SCC(N)=O)n2)c1	0%	1%	-16	0%	4%	-5%	200%[activator]
COCCNC(=O)c1ccc(Cn2c(SCC(N)=O)nc3ccccc3c2=O)cc1	4%	.	2	-11%	5%	.	.
CC(=O)c1ccc(S(=O)(=O)N(CCCO)Cc2cc3cc4c(cc3[nH]c2=O)OCCO4)cc1	-10%	1%	2	9%	-6%	-9%	-5%
C[C@@H]1C=C(C(=O)O)O[C@H](OCc2ccc(CO)cc2)C1	-4%	4%	7	-28%	-6%	23%	-55%
CC1(C(=O)Nc2ncc(Cc3ccc(Br)cc3)s2)Cc2ccccc2C(=O)O1 (stereo not given)	-6%	.	0	-9%	3%	.	.
COc1ccc(-c2nc3n(n2)C(c2ccccc2OC)C(C(=O)Nc2cccnc2)=C(C)N3)cc1 (stereo not given)	9%	.	3	3%	5%	.	.
Cc1ccc(C(C(=O)NC2CCCC2)N(Cc2cccs2)C(=O)c2csnn2)o1 (stereo not given)	.	.	-26	.	0%	-5%	.
O=C(NC(c1ccc(-c2ccccc2)cc1)c1cnccn1)C1CCN(Cc2ccc3c(c2)OCO3)CC1 (stereo not given)	.	.	-25	.	3%	?	.
CCOC1CCCC(n2cnc3c(=S)nc[nH]c32)O1 (stereo not given)	.	.	-27	.	-16%	79%[activator]	.
Cc1cc(C)c(NC(=O)COC(=O)C2CCC(=O)N2)c(C)c1 (stereo not given)	2%	-6%	33	-13%	-3%	?	-12%

Among those listed so far, these contain a furan ring, fused or not:
SMILES	AmpC detergent	LmPK inhibitor	HCMV antiviral	Sm TGR block	Tb PYK inh	AMA1 RON2 block	AmpC inh no detg
N#Cc1c(NC(=O)CCCN2C(=O)c3ccccc3C2=O)oc(-c2ccccc2)c1-c1ccccc1	0%	9%	-2	2%	-9%	-14%	-3%
Cc1ccc(N(C(=O)Cn2nnc3ccccc32)C(C(=O)NCc2ccco2)c2ccc(C)o2)cc1 (stereo not given)	?	7%	40	?	-3%	-1%	-9%
Cc1ccc(C(C(=O)NC2CCCC2)N(Cc2cccs2)C(=O)c2csnn2)o1 (stereo not given)	.	.	-26	.	0%	-5%	.

Continuation.
SMILES	AmpC detergent	LmPK inhibitor	HCMV antiviral	Sm TGR block	Tb PYK inh	AMA1 RON2 block	AmpC inh no detg
O=C(NCCCn1ccnc1)c1ccccc1Cl	-13%	4%	6	0%	-2%	-1%	-30%
COC(=O)C1=C(C)N(C2CCCCC2)C(=O)/C1=C\c1cccs1	?	-5%	-25	-6%	1%	?	-16%
N#Cc1ccc(NC(=O)COC(=O)CCNS(=O)(=O)c2ccccc2)cc1	-5%	-3%	9	-2%	31%[activator]	12%	-14%
CN1CCN(c2nc3c(S(=O)(=O)c4ccccc4)nnn3c3ccsc23)CC1	17%	.	0	7%	2%	.	.
C/C(CC(=O)Nc1ccc(OCc2ccccc2)cc1)=N\NC(=O)C(=O)Nc1ccccc1C	?	0%	-12	-15%	-8%	27%	-44%
O=C(NCCN1CCOCC1)c1ccc(Cl)c(S(=O)(=O)N2CCCC2)c1	-2%	-6%	-38	11%	-5%	-9%	2%
CC(=O)c1ccc(NC(=O)C(C)N(C)CC(=O)Nc2ccccc2Cl)cc1 (stereo not given)	3%	5%	-39	-6%	-8%	0%	-2%
COc1ccc(-n2nc(C(=O)NCC3CCCO3)c3ccccc3c2=O)cc1 (stereo not given)	7%	1%	-37	0%	3%	-7%	15%
CCOc1ccc(CO[C@@H]2O[C@H](CO)[C@@H](O)[C@H](O)[C@H]2NC(C)=O)cc1OC	-1%	-2%	-26	1%	-3%	1%	-4%
COc1ccccc1/C=C/C=N/NC(=O)c1cnccn1	3%	-3%	17	-4%	2%	51%[activator]	-19%
CC(C)C[C@H](NC(=O)c1nc[nH]c1C(=O)N[C@@H](CCCCNC(=O)OC(C)(C)C)C(=O)OC(C)(C)C)C(=O)OC(C)(C)C	1%	4%	?	-9%	0%	133%[activator]	94%[activator]
CC(C)C(=O)N=C1SC2CS(=O)(=O)CC2N1Cc1ccccc1 (stereo not given)	-5%	2%	2	-12%	8%	?	-16%
Cc1cccc(-n2ncc3c(NC4CCCCC4)ncnc32)c1	0%	1%	33	4%	-3%	-4%	-10%
CCc1ccc(Nc2nnc(SCn3nnc4ccccc4c3=O)s2)cc1	-7%	4%	-2	0%	-6%	-2%	-38%
